AMPAR-TARP mod: modulators of AMPA receptor GluA2-stargazin complexes. HEK293 GluA2+stargazin, membrane potential dye (FDSS), glutamate EC50; hits were called plate by plate, in both directions. calls only at 30 µM. hit rate 3.5% among 40,000. AID 1259245;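 active means any of four per-well response measures lying three or more SD from its plate-wide compound average, in either direction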
Target sequence (O88602 whole entry, looked up): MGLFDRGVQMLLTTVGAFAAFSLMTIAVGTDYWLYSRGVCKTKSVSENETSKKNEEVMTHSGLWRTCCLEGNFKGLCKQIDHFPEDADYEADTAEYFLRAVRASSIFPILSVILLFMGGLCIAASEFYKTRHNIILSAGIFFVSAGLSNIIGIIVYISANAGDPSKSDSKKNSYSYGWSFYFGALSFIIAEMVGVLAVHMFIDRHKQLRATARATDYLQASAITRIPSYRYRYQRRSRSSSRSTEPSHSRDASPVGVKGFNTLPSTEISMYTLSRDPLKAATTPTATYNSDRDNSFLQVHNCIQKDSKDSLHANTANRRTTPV
Target sequence (P19491 whole entry, looked up): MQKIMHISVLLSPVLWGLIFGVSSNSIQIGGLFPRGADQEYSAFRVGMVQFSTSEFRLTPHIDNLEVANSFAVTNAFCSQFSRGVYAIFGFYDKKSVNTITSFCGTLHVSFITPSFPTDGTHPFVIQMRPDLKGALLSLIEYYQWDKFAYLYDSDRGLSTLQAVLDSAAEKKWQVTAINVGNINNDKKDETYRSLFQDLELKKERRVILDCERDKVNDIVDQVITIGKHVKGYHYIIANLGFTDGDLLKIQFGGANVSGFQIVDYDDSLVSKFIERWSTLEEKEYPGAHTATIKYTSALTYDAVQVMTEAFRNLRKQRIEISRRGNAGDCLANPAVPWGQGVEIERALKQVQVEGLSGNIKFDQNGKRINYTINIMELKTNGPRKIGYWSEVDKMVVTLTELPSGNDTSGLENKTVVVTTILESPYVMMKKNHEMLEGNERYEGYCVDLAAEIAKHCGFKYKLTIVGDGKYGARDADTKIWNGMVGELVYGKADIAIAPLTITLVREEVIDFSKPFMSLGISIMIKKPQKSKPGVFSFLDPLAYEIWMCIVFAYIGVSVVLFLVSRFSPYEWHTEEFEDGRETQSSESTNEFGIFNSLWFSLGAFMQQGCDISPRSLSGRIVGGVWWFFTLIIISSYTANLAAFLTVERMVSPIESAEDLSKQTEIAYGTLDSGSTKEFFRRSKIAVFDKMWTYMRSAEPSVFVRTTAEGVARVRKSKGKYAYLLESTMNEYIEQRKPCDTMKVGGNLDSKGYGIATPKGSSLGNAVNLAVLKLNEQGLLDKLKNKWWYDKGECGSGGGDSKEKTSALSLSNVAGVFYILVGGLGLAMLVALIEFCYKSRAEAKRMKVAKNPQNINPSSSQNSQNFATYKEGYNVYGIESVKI
AMPAR-TARP mod agonism max-min: further read-out of AMPAR-TARP mod, marked with its call; compound max-min signal; compound-alone response (agonism);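 unitless range of fluorescence divided by baseline over first 100 seconds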
AMPAR-TARP mod glutamate slope: recorded beside AMPAR-TARP mod, whose call it bears; glutamate slope, % of max; measured here: glutamate response slope, % max;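 scaled per plate between vehicle wells and maximal 1 mM glutamate control wells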
Numbers without * were called inactive; i = inactive; + = active, no number.

no.	Structure	AMPAR-TARP mod	AMPAR-TARP mod agonism max-min	AMPAR-TARP mod glutamate slope
1	CC(C)n1ccc(-c2nnc(NC(=O)COc3ccccc3F)o2)n1	i	0.053	45
2	O=C(NCC1CCN(S(=O)(=O)C2CC2)CC1)c1cccc(F)c1	i	0.066	46
3	O=C(Nc1cccc(N2CCCS2(=O)=O)c1)C1CCCC1	i	0.039	48
4	O=S(=O)(Cc1ccccc1Cl)NCC(c1cccs1)N1CCOCC1 (centres undefined)	i	0.13	37
5	COc1ccc(N2CCCn3c2nc2c3c(=O)n(CCc3ccccc3)c(=O)n2C)c(OC)c1	i	0.049	55
6	O=C(CN1C(=O)c2ccccc2S1(=O)=O)Nc1cc(Cl)ccc1O	i	0.17	46
7	COc1ccc(OC)c(C2C(C(=O)Nc3ccc(F)cc3)=C(C)NC3=C2C(=O)CC(C)(C)C3)c1 (centres undefined)	i	0.12	37
8	CSc1ccccc1NC(=O)C(=O)NCC1CCN(c2ncccn2)CC1	i	0.12	59
9	O=C(Cc1cccs1)Nc1ccc2c(c1)N(C(=O)c1ccco1)CC2	i	0.12	61
10	COc1cccc(CNC(=O)CS(=O)(=O)c2ccc(Cl)s2)c1	i	0.094	36
11	COc1ccc(C2(CNC(=O)NC3CC3)CCCC2)cc1	i	0.082	39
12	O=S(=O)(c1ccccc1)N1CCCN(CCn2cccn2)CC1	i	0.12	77
13	O=C(NCCn1ncc2c(N3CCN(c4ccccc4)CC3)ncnc21)c1cc(-c2ccccc2)on1	i	0.1	67
14	O=C(Nc1ccccc1)N1CCC(c2cccs2)CC1	i	0.14	69
15	O=C(CCCS(=O)(=O)c1ccc(Cl)cc1)Nc1nc2ccc([N+](=O)[O-])cc2s1	i	0.14	57
16	COc1ccc(C)cc1N1CCCn2c1nc1c2c(=O)n(CC(C)C)c(=O)n1C	i	0.059	35
17	CCCc1c(C(=O)Nc2ccc(C)cc2C)nnn1-c1ccccc1	i	0.13	60
18	C=CCn1c(SCc2nc(-c3ccc(OC)c(OC)c3)no2)nc2cc3c(cc2c1=O)OCO3	i	0.11	57
19	CN(C)c1ccc(NC(=O)CN2CCN(c3ccc(F)cc3)CC2)cc1	i	0.091	43
20	COc1ccc(S(=O)(=O)Nc2ccc3c(c2)N(S(=O)(=O)c2ccccc2)CCC3)cc1	i	0.085	74
21	COc1nn(C)cc1C(=O)NCC(=O)Nc1ccc(C#N)cc1	i	0.11	51
22	CCOc1ccc(S(=O)(=O)Nc2cccnc2)c(OCC)c1	i	0.11	66
23	COc1ccc(S(=O)(=O)Nc2nc(C(=O)N3CCc4ccccc4C3)cs2)cc1	i	0.063	38
24	Cc1cc(C(=O)Nc2ccc(Cl)cc2)on1	i	0.11	58
25	CCC(C(=O)NCCC(O)c1cccs1)c1ccccc1 (centres undefined)	i	0.063	55
26	Cc1ccc(N2CC(NC(=O)c3ccccc3Cl)CC2=O)cc1 (centres undefined)	i	0.096	71
27	COc1ccc(-c2cc(CC(=O)N3CCCc4ccccc43)no2)cc1OC	i	0.051	51
28	CC(=O)c1ccc(NC(=O)CSC2=NS(=O)(=O)c3ccc(C)cc3N2)cc1	i	0.028	45
29	O=C(Cn1c(=O)c2sccc2n(CC(=O)Nc2ccccc2)c1=O)NCc1ccco1	i	0.11	63
30	COc1cn(-c2ccc(F)cc2)nc1C(=O)N1CCN(C(C)=O)CC1	i	0.096	56
31	COc1ccc(S(=O)(=O)NCCC(O)c2cccs2)cc1Cl (centres undefined)	i	0.15	55
32	CC(C)Sc1ccc(C(=O)Nc2nnc(-c3ccc4c(c3)OCCO4)o2)cc1	i	0.049	44
33	COc1ccc(S(=O)(=O)CCC(=O)Nc2ccc3nc(C)sc3c2)cc1	i	0.073	69
34	O=C(NCCC(O)c1ccco1)NC(c1ccccc1)c1ccccc1 (centres undefined)	i	0.093	58
35	O=C(Nc1ccccn1)c1ccc(S(=O)(=O)Nc2cccnc2)o1	i	0.095	59
36	COc1ccccc1N(CC(O)CNC(C)C(=O)O)S(=O)(=O)c1ccccc1 (centres undefined)	i	0.099	60
37	COc1ccc(SCCC(=O)Nc2cc(Cl)ccc2Cl)cc1	i	0.1	59
38	COCCn1nnn(-c2ccc(NS(=O)(=O)Cc3ccccc3)cc2)c1=O	i	0.14	63
39	CC(C)(C)OC(=O)N1CCC(NCC(F)(F)F)CC1	i	0.024	32
40	COc1ccc(CC(=O)Nc2ccc3c(c2)CCCN3C(=O)c2ccccc2)cc1OC	i	0.12	59
41	COc1ccc(S(=O)(=O)c2cc3ccccc3oc2=O)cc1	i	0.09	47
42	O=C(NC1CCCC(O)C1)c1ccc(F)cc1F (centres undefined)	i	0.12	59
43	COc1ccc(OC)c(NC(=O)CC2Sc3ccccc3NC2=O)c1 (centres undefined)	i	0.042	52
44	CS(=O)(=O)N1CCC(CNC(=O)NC2CCCCC2)CC1	i	0.072	57
45	Cc1nn(C2CCS(=O)(=O)C2)c2nc(-c3ccccc3)cc(C(=O)NCc3c(F)cccc3F)c12 (centres undefined)	i	0.12	59
46	COc1ccc(S(=O)(=O)Nc2ccc(N3CCCC3=O)c(C)c2)cc1	i	0.04	58
47	CC(=O)Nc1ccc2nc(NC(=O)c3ccnn3C)sc2c1	i	0.11	50
48	CC(C)(C)CN(C(=O)c1ccc(F)cc1)c1ccncc1	i	0.1	48
49	CN1CCC(CNC(=O)Cc2ccc(-c3ccccc3)cc2)CC1	i	0.07	48
50	O=C(CN1C(=O)SC(=C2CCCC2)C1=O)Nc1ccc(Cl)cc1	i	0.16	64

Remaining list, next part:
no.	Structure	AMPAR-TARP mod	AMPAR-TARP mod agonism max-min	AMPAR-TARP mod glutamate slope
51	COc1cccc(-c2cc(CC(=O)N3CCc4ccccc43)no2)c1	i	0.077	61
52	CC(=O)Nc1ccc(S(=O)(=O)N2CCN(Cc3nnnn3-c3ccccc3)CC2)cc1	i	0.087	73
53	Cn1c(=O)c2c(nc(N3CCN(c4cccc(Cl)c4)CC3)n2CC(=O)O)n(C)c1=O	i	0.046	42
54	CCN1CCN(CC(O)COCc2ccc(Cl)cc2)CC1 (centres undefined)	i	0.03	66
55	COc1cc(NC(=O)c2cc([N+](=O)[O-])ccc2Cl)ccc1N1CCCC1=O	i	0.11	46
56	COc1ccc(S(=O)(=O)NCC2CCN(Cc3ccccc3)CC2)cc1Cl	i	0.054	55
57	CC(NS(=O)(=O)CCNC(=O)c1ccccc1)c1ccccc1 (centres undefined)	i	0.084	68
58	O=C(CSc1ccc(F)cc1)N1CCC(c2nnc(-c3ccc(F)cc3)o2)CC1	i	0.071	61
59	C#CCn1c(=NC(=O)c2ccn(C)n2)sc2cc(OC)c(OC)cc21	i	0.11	65
60	O=S(=O)(c1ccc(Cl)c(Cl)c1)N1CCN(c2ccc(-c3ccco3)nn2)CC1	i	0.045	33
61	CN1CCN(C(CNC(=O)C(=O)Nc2ccc3c(c2)OCCO3)c2cccn2C)CC1 (centres undefined)	i	0.061	52
62	CCNc1nn(CC(=O)N2CCOc3ccc(C)cc32)c(N)c1-c1nc(-c2ccc(Cl)cc2)no1	i	0.1	61
63	O=C(CSc1nc2[nH]ncc2c(=O)n1-c1ccccc1)c1ccc(F)cc1	i	0.046	53
64	CC(=O)Nc1ccc(S(=O)(=O)N2CCC(c3nnc(C4CC4)o3)CC2)cc1	i	0.068	54
65	COc1cccc(C(CNC(=O)c2cc(OC)c(OC)cc2[N+](=O)[O-])N2CCOCC2)c1 (centres undefined)	i	0.088	47
66	O=C(CCc1c[nH]c2ccccc12)Nn1c(=S)[nH]c2ccccc2c1=O	i	0.09	75
67	CCOC(=O)c1c(NC(=O)c2ccn(C)n2)sc2c1CCN(C(C)=O)C2	+	0.23*	45*
68	CS(=O)(=O)c1ccc(Nc2nc(CC(=O)NCc3c(F)cccc3F)cs2)cc1	i	0.078	55
69	COc1ccc2nc(-c3cccc(NC(=O)Nc4cc(OC)c(OC)c(OC)c4)c3)cn2n1	i	0.071	60
70	CCn1c(N/N=C/c2ccc(OC)c(OC)c2)nc2c1c(=O)[nH]c(=O)n2C	i	0.15	69
71	COc1cccc(N2CC(C)Cn3c2nc2c3c(=O)n(CC(C)C)c(=O)n2C)c1 (centres undefined)	i	0.1	63
72	O=C(CCCc1ccccc1)NCCNc1ccc(Nc2ccncc2)nn1	i	0.19	51
73	CCOC(=O)c1sc(NC(=O)c2ccn(C)n2)cc1C	i	0.17	45
74	COc1ccc(C(=O)Nc2nnc(CC(C)C)s2)cc1OC	i	0.046	53
75	O=C(O)c1[nH][nH]c(=O)c1CCO	i	0.1	55

Three entries from above, sorted by length of the SMILES, descending.
no.	Structure	AMPAR-TARP mod	AMPAR-TARP mod agonism max-min	AMPAR-TARP mod glutamate slope
13	O=C(NCCn1ncc2c(N3CCN(c4ccccc4)CC3)ncnc21)c1cc(-c2ccccc2)on1	i	0.1	67
40	COc1ccc(CC(=O)Nc2ccc3c(c2)CCCN3C(=O)c2ccccc2)cc1OC	i	0.12	59
41	COc1ccc(S(=O)(=O)c2cc3ccccc3oc2=O)cc1	i	0.09	47

Continued:
no.	Structure	AMPAR-TARP mod	AMPAR-TARP mod agonism max-min	AMPAR-TARP mod glutamate slope
76	COc1ccc2c(=O)cc(-c3ccc(Cl)cc3Cl)oc2c1	i	0.045	48
77	Cc1ccc(S(=O)(=O)N2CCC(C(=O)Nc3ccc(-c4nc5ccccc5[nH]4)cc3)CC2)cc1	i	0.086	48
78	CCNC(=O)C1Cc2ccccc2N1C(=O)c1ccc([N+](=O)[O-])o1 (centres undefined)	i	0.032	34
79	Cc1nc2sccn2c(=O)c1NC(=O)Nc1ccc(OC(F)(F)F)cc1	i	0.14	62
80	O=C(Cn1c2c(c3ccccc31)CCC2)NCC1CCS(=O)(=O)C1 (centres undefined)	+	0.11*	65*
81	COCC(=O)N1CCCc2ccc(NC(=O)c3ccccn3)cc21	i	0.11	57
82	Cc1ccc2c(=O)c(-c3nc(-c4cccc(F)c4)no3)cn(CC(=O)Nc3ccc4c(c3)OCO4)c2n1	i	0.038	31
83	COCCn1c(=NC(=O)c2cc(C)no2)sc2cc(OC)ccc21	i	0.18	42
84	Oc1cccc2ccc(/C=C/c3c(F)cccc3Cl)nc12	i	0.084	11
85	COc1ccc(CCC(=O)NCCn2ncc3c(NCc4ccc(F)cc4)ncnc32)cc1	i	0.08	68
86	CC1=C(C(=O)Nc2ccccc2C)C(c2ccc(OC(F)F)cc2)n2ncnc2N1 (centres undefined)	i	0.15	49
87	COc1cc(N2CCN(S(=O)(=O)c3ccc(C)c(C)c3)CC2)nc(OC)n1	i	0.1	62
88	COc1ccc(NC(=O)C(=O)NCCC(c2ccccc2)c2ccccc2)c(OC)c1	i	0.069	67
89	O=C(NCc1ccccc1)Nc1cccc(-c2ccc(N3CCCC3)nn2)c1	i	0.13	47
90	COC(=O)c1ccc(CSc2c(CC(C)C)cnc3c2c(=O)n(C)c(=O)n3C)cc1	i	0.044	50
91	Cc1cccc(N2CC(c3nc4ccccc4n3CC(=O)N3CCC(C)CC3)CC2=O)c1 (centres undefined)	i	0.063	64
92	Cc1nnc(NC(=O)c2ccc(S(=O)(=O)Nc3cccc(C(F)(F)F)c3)o2)s1	i	0.11	56
93	Cc1cc(C)c(S(=O)(=O)N2CCCCC2)c(C)c1N(C)S(C)(=O)=O	i	0.074	58
94	Cc1cc(NC(=O)Cc2ccc(S(C)(=O)=O)cc2)no1	i	0.098	57
95	COc1ccc(S(=O)(=O)NC(C)C)cc1N(C)S(C)(=O)=O	i	0.11	72
96	O=C(C1CC1)N1CCN(c2nccn2-c2cccc(Cl)c2)CC1	i	0.023	19
97	CCOc1cccc2sc(N(CCN3CCOCC3)C(=O)c3nc4ccccc4s3)nc12	i	0.071	53
98	CCOC(=O)c1sc2cccc(F)c2c1S(=O)(=O)Nc1ccc(OC)c(Cl)c1	i	0.099	60
99	COc1cc(COCC2CCN(CC(=O)Nc3cccc(Cl)c3)CC2)cc(OC)c1	i	0.066	57
100	O=C(Cn1cnc(-c2cccs2)cc1=O)Nc1ccc(-n2cnnn2)cc1	i	0.1	62

Part of the list above, with two lines to a compound:
Every second line gives: AMPAR-TARP mod, AMPAR-TARP mod agonism max-min, AMPAR-TARP mod glutamate slope
89) O=C(NCc1ccccc1)Nc1cccc(-c2ccc(N3CCCC3)nn2)c1
 : i, 0.13, 47
77) Cc1ccc(S(=O)(=O)N2CCC(C(=O)Nc3ccc(-c4nc5ccccc5[nH]4)cc3)CC2)cc1
 : i, 0.086, 48

Next results.
no.	Structure	AMPAR-TARP mod	AMPAR-TARP mod agonism max-min	AMPAR-TARP mod glutamate slope
101	O=C(NCCCO)C(=O)Nc1ccc(N2CCCCS2(=O)=O)cc1	i	0.091	64
102	S=C(NCc1cccnc1)Nc1ccc(Nc2ccccc2)cc1	i	0.084	35
103	COc1ccc(CNC(=O)Nc2ccc(CC(=O)N(C)C)cc2)cc1	i	0.08	49
104	O=C(Cn1cnc(-c2ccccc2)cc1=O)N1CCN(c2cccc(Cl)c2)CC1	i	0.085	44

Among those listed so far, 2 contain a tert-butyl group:
no.	Structure	AMPAR-TARP mod	AMPAR-TARP mod agonism max-min	AMPAR-TARP mod glutamate slope
39	CC(C)(C)OC(=O)N1CCC(NCC(F)(F)F)CC1	i	0.024	32
48	CC(C)(C)CN(C(=O)c1ccc(F)cc1)c1ccncc1	i	0.1	48

Some of the compounds tested; the hit share may differ from the screen's.
